Screening data deposited in PubChem BioAssay by National Center for Advancing Translational Sciences (NCATS).
Mito fusion yeast = qHTS Assay for Small Molecule Inhibitors of Mitochondrial Division or Activators of Mitochondrial Fusion. 0.23% of 320,000 active. Potency, µM (highest dose often 46.1 µM), for inactives: at the top dose growth rescue (activation), hits mostly activators. S. cerevisiae fusion-defective mutant growth rescue, CellTiterGlo 48 h;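 also: potency is read from the fitted curve at half-maximal effect; % of control where 0% means no effect; nearly all actives have a fitted effect of over 45% in size; temperature-sensitive fusion mutants such as fzo1-1 at 37 °C on non-fermentable ethanol glycerol medium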
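Growth-rescue viability read-out: after 48 h at the non-permissive 37C in glycerol/ethanol YPEG, yeast mitochondrial fusion mutants are measured by CellTiterGlo luminescence; compounds (23 nl pinned per well) restoring growth score as division inhibitors or fusion activators.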
ASM inhibitor = Inhibitors of Secretory Acid Sphingomyelinase (S-ASM): qHTS; Sphingomyelin phosphodiesterase (Homo sapiens), P17405; AID 504937, 2011; Potency, µM (highest dose often 57.5 µM), for the others: top-dose activity change, negative = inhibition, hits mostly inhibitors; 0.006% of 340,000 active; placental ASM, HMU-PC fluorogenic substrate, 60 min; also: potency is read from the fitted curve at half-maximal effect
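HMU-PC0 cleavage (9 uM final) by human placental ASM, 60 min at 37 °C following 10 min compound exposure at RT; stopped at pH 10, fluorescence Ex 386/Em 447 nm.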
Chronic BCR inh = qHTS Assay to Find Inhibitors of Chronic Active B-Cell Receptor Signaling. ABC-DLBCL IkBa-CBG/CBR reporter, luminescence ratio, 4 h. Potency, µM (series often up to 46.1 µM), inactives show top-dose ratio change, negative = lower green/red ratio, hits mostly inhibitors. 0.05% of 340,000 active. AID 493014, 2011; active = well fitted inhibition curve with a large enough effect in the signal ratio, with a control signal flat, not every such curve was filed as active; inconclusive = small, poorly fitted or top-dose-only effect, or effect the other way, or a change in a side signal; the % refers to the signal ratio;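 also: potency is read from the fitted curve at half-maximal effect; plate controls were basal doxycycline-induced cells for no effect and cells given 10 µM MG132 for full effect; MG132 reads +100%, hits lower the ratio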
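TMD8 human ABC-DLBCL cells with doxycycline-inducible IκBα–green luciferase fusion and unfused red luciferase, in 0.5% FBS medium; compounds up to 46 uM, 4 h at 37C. Green/red luminescence ratio, filter-overlap corrected, fitted to concentration-response curves.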
AT treatment = qHTS Assay for Identifying a Potential Treatment of Ataxia-Telangiectasia; […] A-T fibroblasts, KAP-1 phosphorylation AlphaLISA; neocarzinostatin DNA damage 30 min before lysis; Potency, µM (top dose mostly 57.5 µM), for the others: top-dose activation, actives largely listed as activators; 0.19% of 320,000 active; also: potency is read from the fitted curve at half-maximal effect; % of control where 0% means no effect; nearly all actives have a fitted effect of over 45% in size
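ATM-like activity read as KAP-1 phosphorylation via AlphaLISA donor/acceptor antibody pairs after lysis and 6 hr at 25C. Cells were ATM-null patient fibroblasts ([…], hTERT), dosed 60 min, then exposed to the DSB inducer NCS for 30 min.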
Eya2 inh = qHTS Assay for Inhibitors of the Phosphatase Activity of Eya2; 0.006% of 330,000 active; AID 488837, 2010; recombinant Eya2, OMFP fluorescence dephosphorylation (OMFP is methylfluorescein phosphate); Protein phosphatase EYA2 (Homo sapiens), O00167; Potency, µM (titrated, usually from 76.9 µM), for inactives: top-dose activity, negative = inhibition, actives largely listed as inhibitors; also: potency is read from the fitted curve at half-maximal effect; % is scaled to controls: 0 for no effect and ±100 for the full control effect
Target sequence (O00167 whole entry, looked up): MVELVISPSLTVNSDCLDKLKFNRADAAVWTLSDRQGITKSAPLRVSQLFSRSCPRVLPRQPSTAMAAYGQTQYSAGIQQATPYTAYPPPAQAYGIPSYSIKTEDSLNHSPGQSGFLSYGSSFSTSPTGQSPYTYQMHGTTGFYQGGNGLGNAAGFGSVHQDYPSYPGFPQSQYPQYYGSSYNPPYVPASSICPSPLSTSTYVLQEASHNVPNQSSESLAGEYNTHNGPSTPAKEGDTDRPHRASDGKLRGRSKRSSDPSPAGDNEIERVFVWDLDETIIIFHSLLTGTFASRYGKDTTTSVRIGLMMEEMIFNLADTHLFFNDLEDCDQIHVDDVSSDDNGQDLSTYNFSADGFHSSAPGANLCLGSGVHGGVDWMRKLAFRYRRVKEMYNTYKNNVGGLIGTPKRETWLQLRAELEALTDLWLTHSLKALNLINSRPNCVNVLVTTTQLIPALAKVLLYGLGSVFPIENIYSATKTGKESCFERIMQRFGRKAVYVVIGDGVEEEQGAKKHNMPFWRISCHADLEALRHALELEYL
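Eya2 (0.2 uM) preincubated 10 min at ambient with compound, then OMFP substrate added at 50 uM; 10 min reaction in 50 mM HEPES pH 7.5, 50 mM NaCl, 5 uM MgCl2, 0.05% BSA, 1 mM DTT. Fluorescence read at Ex 485/Em 525 nm.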
ELG1 repair inh = qHTS screen for small molecules that inhibit ELG1-dependent DNA repair in human embryonic kidney (HEK293T) cells expressing luciferase-tagged ELG1 | 2.3% of 330,000 active | Potency, µM (titrated, usually from 46.1 µM), for inactives: top-dose activity change, negative = inhibition, actives largely listed as inhibitors | HEK293T ELG1-luciferase reporter, luminescence, 16 h; DNA damage induced by 5-fluorouridine; also: potency is read from the fitted curve at half-maximal effect; % is scaled to controls: 0 for no effect and ±100 for the full control effect; nearly all actives have a fitted effect of over 55% in size
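HEK293T cells expressing luciferase-tagged ELG1 (2,000/well) received 5-Fluorouridine plus compound or DMSO for 16 hr at 37 °C. Luciferase was read by ONE-Glo luminescence after 30 min at room temperature.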
Tb PFK block = qHTS Assay to Find Inhibitors of T. brucei phosphofructokinase. T. brucei PFK, ADP-Glo luminescence. AID 485367, 2010. Potency, µM (titrated, usually from 57.5 µM), for inactives: at the highest dose activity, negative = inhibition, usual class: inhibitors. ATP-dependent 6-phosphofructokinase (Trypanosoma brucei brucei), O15648. 0.17% of 330,000 active;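 also: potency is read from the fitted curve at half-maximal effect; 0% = uninhibited 1x PFK enzyme wells and -100% = no-enzyme wells; nearly all actives have a fitted effect of over 60% in size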
Target sequence (O15648 whole entry, looked up): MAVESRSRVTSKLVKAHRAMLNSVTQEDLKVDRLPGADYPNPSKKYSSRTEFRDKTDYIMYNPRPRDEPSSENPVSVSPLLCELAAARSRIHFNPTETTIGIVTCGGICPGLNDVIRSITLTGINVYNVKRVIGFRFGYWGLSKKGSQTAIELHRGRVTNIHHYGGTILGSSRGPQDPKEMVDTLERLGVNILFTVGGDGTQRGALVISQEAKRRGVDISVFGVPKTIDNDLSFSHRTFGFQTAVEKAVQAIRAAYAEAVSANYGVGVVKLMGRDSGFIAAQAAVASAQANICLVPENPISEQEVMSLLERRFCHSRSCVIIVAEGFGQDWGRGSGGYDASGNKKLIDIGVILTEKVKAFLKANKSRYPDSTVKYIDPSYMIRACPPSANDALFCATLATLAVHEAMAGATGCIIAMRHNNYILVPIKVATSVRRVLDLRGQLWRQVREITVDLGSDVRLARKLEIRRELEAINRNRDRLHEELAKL
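In TEA buffer at pH 8.0 with 5 mM MgCl2, enzyme (1.25 nM) converted F6P (0.5 mM) and ATP (0.1 mM) for 45 min at room temperature. ADP product was read by luciferase luminescence.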
a7 integrin act = qHTS for Activators of Integrin-Mediated Alleviation for Muscular Dystrophy; 0.064% of 350,000 active; Potency, µM (top dose mostly 38.3 µM), for inactives: top-dose activation, hits mostly activators; alpha7betagal myoblasts, beta-gal FDG fluorescence, 48 h;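 also: potency is read from the fitted curve at half-maximal effect; 100% = response of the positive control SU9516; nearly all actives have a fitted effect of over 60% in size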
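alpha7betagal+/- myoblasts (passage 13, 250/well) treated 48 h at 37C with compounds at 1:260 dilution of DMSO stock. Lysed, then beta-galactosidase activity read as FDG fluorescence (ex 480/em 540) after 30 min, with pre-read for autofluorescence.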
TSG101-PTAP inh = qHTS Assay for Iinhibitors of HIV-1 Budding by Blocking the Interaction of PTAP/TSG101; Tumor susceptibility gene 101 protein (Homo sapiens), Q99816; AID 493005, 2010; Potency, µM (titrated, usually from 115 µM), for the others: at the top dose activity change, negative = inhibition, usual class: inhibitors; Fluorescence polarization, FITC-PTAP peptide / Tsg101 binding; 340,000 tested, under 10 active; active = well fitted inhibition curve with a large enough effect in the main read-out, with a control signal flat, not every such curve was filed as active; inconclusive = small, poorly fitted or top-dose-only effect, or effect the other way, or a change in a side signal; inactive = no such curve, though single readings can be large or run the other way; also: potency is read from the fitted curve at half-maximal effect; % of control where 0% means no effect
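Fluorescence polarization binding of Tsg101 binding domain (10 uM final) to FITC-labeled PTAP peptide (50 nM final) in HEPES pH 7.5 buffer with NaCl, Tween 20, EDTA, TCEP. Compounds added before peptide; binding 20 min at RT.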
TCR activator = Activators of T cell receptors: qHTS campaign. AID 504894, 2011. Potency, µM (series often up to 9.22 µM), for inactives: at the top dose activation of IL-2 secretion, usual class: activators. 330,000 tested, under 10 active. primary human leukocytes, anti-CD3, IL-2 HTRF, 48 h; also: % of control where 0% means no effect
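HTRF read-out of IL-2 secretion: europium cryptate donor excited at 320nm, d2 acceptor emission at 665nm. Cells were primary human leukocytes incubated 48 hr with compounds and a-CD3 beads, supplying TCR signal only.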
TSHR antag = Antagonists of the Thyroid Stimulating Hormone Receptor: HTS campaign; 0.2% of 330,000 active; activity change, negative = inhibition, % at 11.5 µM; Thyrotropin receptor (Homo sapiens), P16473; TSHR-expressing cells, TSH-stimulated cAMP HTRF, 2 h; stronger effect = lower value;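 active = activity change below a set negative limit, meaning inhibition stronger than a set level, cut at about -70% in these data; inconclusive = activity change between two set negative limits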; also: % is scaled to controls: 0 for no effect and ±100 for the full control effect
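Antagonism was scored as loss of TSH-driven cAMP in TSHR cells, stimulated with 4nM TSH (EC80) for 2 hours at 37 deg C and detected by homogeneous HTRF competition immunoassay.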
Starred values were filed as active, the others as inactive; ? = inconclusive; · = no result given; [ ] = dose if it differs, or a comment. Unless noted, calls follow the shape of the dose curve; as a rule, active = well fitted curve in the direction sought with a large enough effect; inconclusive = small, poorly fitted or top-dose-only effect, or another doubt; inactive = no such curve, though single readings can be large; an effect the other way counts as inactive or inconclusive.

SMILES	Mito fusion yeast	ASM inhibitor	Chronic BCR inh	AT treatment	Eya2 inh	ELG1 repair inh	Tb PFK block	a7 integrin act	TSG101-PTAP inh	TCR activator	TSHR antag
Cc1ccccc1N(CC(=O)NC1CCCC1)C(=O)c1oc(C(C)(C)C)cc1C	7%	-5%	5%	·	-10%	0%	-2%	-7%	-3%	16%	-28
O=C(COc1ccccc1)N1CCc2ccccc2C1	-2%	2%	?	0%	-10%	?	3%	13%	-5%	-1%	9
NC(=S)NNC(=O)c1ccccc1Cl	0%	-1%	-5%	0%	5%	2%	-6%	6%	-2%	-3%	1
O=C1NC(c2ccncc2)Nc2ccccc21 (centres undefined)	2%	27%	3%	6%	9%	5%	3%	-26%	-10%	2%	-2
O=C(CN1CCN(c2ccc(F)cc2)CC1)Nc1ccccc1[N+](=O)[O-]	-3%	-1%	-3%	4%	0%	-17%	0%	33%	2%	-1%	1
COc1ccc(Cl)cc1S(=O)(=O)N1CCN(C(=O)c2cc(OC)c(OC)c(OC)c2)CC1	0%	0%	-13%	-5%	27%	8%	2%	4%	-2%	10%	4
COCCCn1c(-c2ccc(S(=O)(=O)N3CCOCC3)cc2)csc1=Nc1ccccc1	-2%	-3%	?	17%	3%	6.5µM*	6%	5%	-3%	5%	-35
COc1cccc(/C=N/Nc2nc3ccccc3n3cnnc23)c1	-3%	1%	?	12%	-14%	?	8%	3%	-1%	-3%[46.1 µM]	-11
O=C(CCCc1c[nH]c2ccccc12)Nc1ccc(S(=O)(=O)Nc2ncccn2)cc1	-2%	5%	-8%	6%	-24%	1%	-2%	17%	-5%	6%	-6
C/C(=N\NC(=O)c1ccc(N/N=C(\C)c2ccncc2)cc1)c1ccncc1	0%	3%	?	1%	0%	23µM*	-2%	0%	-1%	0%	1
O=C(OCN1C(=O)c2ccccc2C1=O)c1cccs1	4%	-6%	3%	-3%	6%	18%	2%	6%	-6%	0%	39
O=C(c1ccc(N2CCN(S(=O)(=O)c3ccccc3)CC2)c([N+](=O)[O-])c1)N1CCOCC1	-1%	-3%	0%	-14%	-1%	?	-4%	-6%	0%	-1%[46.1 µM]	1
Nc1cc(Oc2cccnc2)cc([N+](=O)[O-])c1	-10%	-3%	-9%	1%	8%	-16%	0%	-26%	-3%	-3%	2
CCCC(=O)Nc1nc2ccc(NC(=O)c3c(F)c(F)c(OC)c(F)c3F)cc2s1	-1%	?	?	-1%	-25%	?	-2%	-49%[inhibitor]	-1%	-6%	-1
COc1ccc(OC)c(NC(=O)C2CC(=O)n3ncnc3N2)c1 (centres undefined)	6%	0%	7%	4%	10%	5%	-1%	4%	-4%	-22%	5
COc1ccc([N+](=O)[O-])cc1NC1CCCCC1	5%	-19%	?	7%	-6%	4%	0%	-49%[inhibitor]	0%	·	5
CCOC(=O)C1(CCc2ccccc2)CCN(C(=O)c2cc(C)nc(C)n2)CC1	-15%	0%	-13%	0%	-10%	?	0%	20%	-1%	-1%	-1
COc1ccc(S(=O)(=O)N(CC(=O)NC2CC2)c2ccc(C)cc2)cc1OC	-7%	4%	2%	2%	8%	12%	-10%	-1%	-2%	3%	2
O=C(Nc1cccc(NS(=O)(=O)c2ccc(S(=O)(=O)NC3CC3)cc2)c1)c1ccccn1	4%	-1%	?	0%	-1%	?	-3%	0%	-7%	-1%	-6
COc1ccc(C(=O)NNC(=O)CSc2nnc(-c3ccc(O)cc3)n2C)cc1	19%	0%	1%	0%	12%	6%	-2%	1%	-3%	3%	-3
CCCCn1c(N)c(N(CCOC)C(=O)CSCc2ccccc2C)c(=O)[nH]c1=O	2%	23%	-3%	2%	-7%	6%	-12%	17%	-1%	6%	9
COc1ccc([N+](=O)[O-])cc1N(CC(O)CN(CC(C)C)CC(C)C)S(=O)(=O)c1ccc(C)cc1 (centres undefined)	5%	-2%	?	38%	-10%	0%	2%	-34%[inhibitor]	5%	0%	9
CN1CCN(C(=S)Nc2ccccc2Cl)CC1	0%	4%	-1%	0%	-4%	0%	3%	1%	-4%	0%	3
Cc1cccc(Cn2cc(SCC(=O)Nc3nccs3)c3ccccc32)c1	-2%	-24%	-2%	1%	-24%	?	-1%	8%	1%	4%	-9
CCN(CC)c1cc(C)c2cc(NC(=O)CNC(C)=O)ccc2n1	1%	·	-1%	7%	15%	5%	-5%	?	-4%	0%	-1
O=C(NCCc1ccc2c(c1)OCCO2)c1ccc([N+](=O)[O-])cc1Cl	5%	-1%	-25%	1%	-22%	?	3%	10%	-7%	1%	3
O=C(O)c1cc(NC(=O)c2ccc(Br)cc2)cc(NC(=O)c2ccc(Br)cc2)c1	1%	3%	10%	-4%	-29%	0%	-1%	6%	-3%	·	-7
CC(=O)Nc1ccc(OCC(=O)N2CCC(Cc3ccccc3)CC2)cc1	-4%	-2%	-1%	1%	-5%	?	2%	-22%	-1%	-4%	-7
CCCCN(C(=O)NC(=O)Nc1ccccc1C)S(C)(=O)=O	-2%	0%	8%	4%	10%	9%	1%	20%	0%	2%	-3
CCN1C(=O)N(S(=O)(=O)C(F)(F)F)[C@@H](c2ccccc2)C(C(=O)OC)=C1C	-14%	-4%	0%	-10%	-10%	9%	4%	-22%	-1%	-2%	-19
O=C(CSc1n[nH]c(-c2ccc(Br)cc2)n1)NC1CCCC1	·	-3%	?	-6%	-4%	?	0%	-29%	-5%	-8%	-39
O=C(CSc1nc2ccccc2s1)N/N=C/c1cc([N+](=O)[O-])ccc1O	-1%	-9%	?	?	0%	-7%	27%	-4%	-6%	-2%	9
COC(=O)C1C(c2ccc(Br)cc2)Nc2nnc(C(F)(F)F)n2C1(C)O (centres undefined)	1%	-4%	?	8%	14%	0%	-1%	6%	-1%	-2%	21
C=CCn1c(=O)n2ncnc2c2c3c(sc21)CCCC3	1%	-4%	-1%	1%	6%	-17%	0%	-35%	-8%	-8%	14
CCOC(=O)N1CCC(NC(=O)c2cc3c(-c4cccc(OC)c4)nn(C)c3s2)CC1	1%	-28%	0%	9%	-37%	?	0%	-10%	-7%	-6%	-12
COCCn1c(SCC(=O)N(C(C)C)C(C)C)nnc1-c1cc2ccccc2cc1O	-1%	21%	0%	4%	-2%	?	-2%	-17%[7.66 µM]	-2%	3%	-5
O=C(O)COc1ccc(/C=C/c2nc3ccc([N+](=O)[O-])cc3s2)cc1	0%	33%[activator]	?	5%	-7%	27%	1%	0%	0%	7%	-15
Cc1ccc(OC(=O)Cn2c(C(F)(F)F)nc3ccccc32)cc1	3%	-2%	1%	-5%	-34%	-2%	-3%	-1%	-6%	-7%	-10
CSc1ccccc1NC(=O)C1CCCO1 (centres undefined)	-3%	10%	-7%	-2%	5%	?	-1%	-12%	0%	-2%	5
CC1CSc2nnc(CCc3ccccc3)n21 (centres undefined)	-1%	2%	15%	-2%	17%	0%	2%	23%	-3%	2%	9
Cc1ccc(S(=O)(=O)N2CCC(=O)N(CCOCc3cccc(Cl)c3)CC2)cc1	9%	-5%	-4%	10%	-3%	-9%	6%	-15%	-7%	2%	-1
COCC(=O)N(Cc1cc2ccc(C)cc2[nH]c1=O)c1ccc(OC)cc1	0%	-1%	?	-3%	-24%	8%	1%	-7%	·	·	-1
